pCIP destab = p/CIP protein destabilization | Q05BA5 | F442A p/CIP-EGFP cells, EGFP fluorescence, 16 h | decrease of EGFP signal, % at 10 µM | actives 0.01% (n = 290,000) | AID 1984;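 active = EGFP signal decrease of at least 30% at 10 µM or well 3 SD below plate mean, unless failing retest; inactive = the rest, including hits failing retest or dose response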; note: some compounds called inactive have numbers as strong as hits; many of its hits are not listed in these tables
GPR7 antagonist = human neuropeptides B/W receptor 1 antagonism. P48145. GPR7-expressing cells, fluorescence antagonist assay. inhibition, % at 4.4 µM. actives 1.1% (n = 290,000); in the data active = inhibition above about 16%, passing the limit was not always enough;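 note: cells stimulated with the agonist NPW; 0% = agonist with vehicle and 100% = vehicle without agonist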
Target sequence (P48145 whole entry, looked up): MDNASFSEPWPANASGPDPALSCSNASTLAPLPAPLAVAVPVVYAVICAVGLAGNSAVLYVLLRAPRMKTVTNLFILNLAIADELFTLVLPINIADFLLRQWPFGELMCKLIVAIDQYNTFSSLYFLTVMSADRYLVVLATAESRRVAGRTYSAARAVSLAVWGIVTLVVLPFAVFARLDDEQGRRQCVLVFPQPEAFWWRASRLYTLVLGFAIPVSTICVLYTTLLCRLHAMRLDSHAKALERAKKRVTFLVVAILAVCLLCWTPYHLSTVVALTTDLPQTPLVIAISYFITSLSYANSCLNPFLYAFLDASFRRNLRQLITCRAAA
IDE act = IDE (human) activation, cell-based; activation, % at 5.96 µM; AID 493087; HEK cells, FAbeta-B cleavage, fluorescence polarization; 0% vehicle, 100% cell-free pure enzyme wells; actives 0.073% (n = 340,000); P14735;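 active = activation above the mean of all tested compounds plus 3 SD, set per screening campaign, cut at about 17% in these data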
IMP-1 inhibitor = blocks Pseudomonas aeruginosa IMP-1 metallo-beta-lactamase | actives 0.45% (n = 290,000) | purified IMP-1, nitrocefin hydrolysis, epi-absorbance fluorescence | inhibition, % at 5.6 µM;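 active = inhibition above the mean plus 3 SD of all compounds in the same screening run, cut at about 4.5% in these data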;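 note: 0% = IMP-1 with DMSO and 100% = DMSO wells lacking enzyme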
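System: purified IMP-1; amount: IMP-1 0.2 nM before substrate addition; compound: single dose, 5.6 µM; times: 25 °C, 15 min preincubation, 25 min reaction; signal: Epi-absorbance via hydrolysed-nitrocefin quenching of white-plate fluorescence, 480/530 nm, EDTA stop; benchmarks: DMSO with and without IMP-1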
PfM18AAP inh = blocks P. falciparum M18 aspartyl aminopeptidase. AID 1822. inhibition, % at 7.35 µM. actives 1.2% (n = 290,000). recombinant PfM18AAP, H-Glu-NHMec fluorogenic cleavage;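 active = inhibition above the campaign mean inhibition over all tested compounds plus 3 SD, cut at about 28% in these data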;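 note: 0% = plate median of test compound wells and 100% = 2 mM ZnCl2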
IDE inh = cellular human IDE inhibition; HEK cells, FAbetaB cleavage, fluorescence polarization; actives 0.41% (n = 320,000); inhibition, % at 5.59 µM;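 active = percent inhibition above the average of all tested compounds plus 3 SD, set per screening campaign, cut at about 16% in these data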;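 note: IDE supplied by intact live HEK cells; FP after avidin binding of uncleaved biotin substrate so inhibition keeps polarization high; 0% = DMSO wells and 100% = 60 µM reference IDE inhibitor Ii1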
VIM-2 inh = blocks Pseudomonas aeruginosa VIM-2 metallo-beta-lactamase | purified VIM-2, nitrocefin hydrolysis, epi-absorbance fluorescence | inhibition, % at 5.6 µM | actives 0.89% (n = 290,000);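 active = inhibition above the mean of all tested compounds plus 3 SD, cutoff set per screening run, cut at about 7.5% in these data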;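 note: red hydrolysis product quenches plate fluorescence so inhibitors raise well fluorescence; 0% = enzyme with DMSO and 100% = DMSO without enzyme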
PHOSPHO1 block = blocks human PHOSPHO1 phosphatase activity | inhibition, % at 13.3 µM | Q8TCT1 | actives 1.1% (n = 290,000) | AID 1565 | recombinant PHOSPHO1, absorbance phosphatase assay; in the data active = inhibition above about 60%
Target sequence (Q8TCT1 whole entry, looked up): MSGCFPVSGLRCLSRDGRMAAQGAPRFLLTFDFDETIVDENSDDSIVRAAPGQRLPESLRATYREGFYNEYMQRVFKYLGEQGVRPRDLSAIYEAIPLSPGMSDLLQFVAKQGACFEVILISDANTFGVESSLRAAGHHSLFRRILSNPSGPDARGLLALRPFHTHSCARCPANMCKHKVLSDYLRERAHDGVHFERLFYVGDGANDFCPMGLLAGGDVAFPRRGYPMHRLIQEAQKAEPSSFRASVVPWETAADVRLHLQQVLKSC
NALP1 yeast inh = blocks the NALP1 inflammasome reconstituted in yeast. S. cerevisiae NALP1/ASC/caspase-1 growth, X-gal OD620, 72 h. inhibition, % at 10 µM. actives 0.61% (n = 280,000). AID 2071; in the data active = inhibition mostly above about 24%, no sharp cut-off; inactive = mostly below about 32%; note: some compounds called inactive have numbers as strong as hits
Starred values were filed as active, the others as inactive; x = not tested or not shown.

SMILES | pCIP destab | GPR7 antagonist | IDE act | IMP-1 inhibitor | PfM18AAP inh | IDE inh | VIM-2 inh | PHOSPHO1 block | NALP1 yeast inh
CCOC(=O)C(Cc1ccccc1)NC(=O)Cn1nnc(-c2ccccc2)n1 (stereo not drawn) | 4 | 7 | 0 | -3.8 | 3 | 8 | -2.5 | 7 | 15
O=C(NCCC1=CCCCC1)C1CCCN(S(=O)(=O)c2cccc3cccnc23)C1 (stereo not drawn) | 4 | -2 | 2 | -1.7 | -4 | 2 | -1.8 | -4 | -5
CCCCOCCCNC1=NCCCCC1 | 4 | -7 | -1 | -2.7 | -1 | 0 | -2.2 | -6 | -4
CC1=CC(C)(C)N(C(=O)CSc2nnc(C)s2)c2ccc(C)cc21 | -6 | -4 | -3 | -2.5 | 4 | -4 | -0.8 | 4 | 12
COc1ccc(N=c2oc3cc(O)ccc3cc2C(=O)NCC2CCCO2)cc1 (stereo not drawn) | -2 | 3 | 0 | -3.5 | -7 | 2 | -3.9 | 14 | 11
CCN(CC)S(=O)(=O)c1ccc(C(=O)Nc2ccc(C(F)(F)F)n(C)c2=O)cc1 | -12 | -8 | 3 | -1.1 | -2 | 3 | -0.5 | 28 | 12
CCCCNS(=O)(=O)c1ccc2c(c1)oc(=O)n2CC(=O)OCC | 2 | 4 | 3 | -3.9 | 9 | 0 | -1.0 | -4 | -16
Cc1[nH]c2ccccc2c1Cc1nnc(SCCC#N)o1 | -6 | -3 | 3 | -1.4 | -6 | 4 | 2.3 | -8 | 1
COC(=O)C(Cc1ccc(O)cc1)NC(=O)C1CCN(S(=O)(=O)c2ccc(C)cc2)CC1 (stereo not drawn) | -2 | -20 | -3 | -0.9 | -3 | 2 | -0.2 | 39 | 14
COc1ccc(S(=O)(=O)NCCCCCC(=O)NCCCN2CCOCC2)cc1 | 6 | 8 | -6 | -5.3 | -17 | -3 | -1.8 | 27 | 8
COC(=O)c1ccc2c(=O)n(CCO)c(=S)[nH]c2c1 | 2 | -17 | 0 | -5.2 | -9 | 0 | 0.4 | -8 | -4
O=C(Cc1ccc(Br)cc1)N/N=C/c1ccc(-c2cccc(C(=O)O)c2)o1 | -6 | -18 | 4 | -1.9 | 3 | -5 | -5.9 | -4 | -7
CC1=CC2=NC(=O)/C(=C\c3cccn3CCOc3cc(C)ccc3C)C(=N)N2O1 | -12 | 1 | 4 | -1.7 | -1 | 3 | -1.9 | -10 | 32
Cc1cc(C(F)(F)F)nn1CC(=O)NNC(=S)NCC(C)C | -5 | -1 | 0 | -0.2 | -4 | 0 | -3.9 | 45 | -40
CC(=O)Nc1ccc(NC(=O)CSc2ccc(-c3cccs3)nn2)cc1 | 7 | 1 | 3 | -1.9 | -12 | -2 | 0.3 | 36 | -2
N#Cc1cc(N2CCCCC2)c([N+](=O)[O-])cc1C#N | -18 | 7 | 2 | -0.6 | 2 | 2 | -1.7 | 6 | 13
O=C(NCCC(=O)N1CCN(c2ncccn2)CC1)c1ccccc1Cl | -6 | 9 | 1 | -2.8 | -7 | 2 | 1.7 | -3 | 8
OCCN1CCN(Cc2cc(Cl)c3cccnc3c2O)CC1 | -9 | 3 | -1 | -2.5 | 24 | -5 | -2.5 | 26 | 7
COC(=O)c1ccccc1NC(=O)C1CCCN(S(C)(=O)=O)C1 (stereo not drawn) | -38 | -10 | 1 | -5.0 | 3 | 3 | -2.2 | -12 | 27
Cc1cc(-n2nc(C)cc2C)nc(NS(=O)(=O)c2ccccc2)n1 | 0 | -1 | 1 | -1.8 | -3 | -3 | 1.9 | -14 | 3
NCCN=C1NS(=O)(=O)c2ccccc21 | -11 | 0 | 3 | -0.2 | -1 | -5 | 0.3 | -9 | 1
CCOCC(O)CNC(=O)c1ccc2nc(Cc3ccc(OC)c(OC)c3)oc2c1 (stereo not drawn) | -8 | 2 | 4 | 0.5 | -2 | -2 | 2.2 | 36 | 10
NC(=O)CS(=O)(=O)c1nc2ccccc2n1CC(=O)N1CCCCC1 | -16 | -6 | 4 | -5.5 | 3 | 3 | -6.2 | -36 | -6
O=c1cc2c(nn1Cc1c(Cl)cccc1Cl)-c1ccccc1CC2 | 7 | -8 | 0 | -3.2 | -6 | -1 | -6.9 | 4 | -4
COC(=O)c1c(C(=O)OC)c2n(c1C)CCS2 | -8 | -4 | 5 | 0.2 | 8 | 1 | -0.3 | 20 | 6
CC(C)CNS(=O)(=O)c1ccc(CCC(=O)NCCc2ccccc2)cc1 | -7 | 0 | 4 | -4.2 | 1 | 1 | -3.5 | 29 | 13
O=C(Oc1ccc(-n2cnnn2)cc1)c1ccco1 | -20 | 3 | 3 | -4.8 | -2 | 2 | -2.4 | -14 | 10
CCN(c1cccc(C(F)(F)F)c1)S(=O)(=O)c1ccc2c(c1)CCN2C(=O)C1CC1 | 4 | -16 | -3 | -5.6 | -7 | -1 | -0.3 | -3 | 29
CC(C)(C)c1nnc(NC(=O)CN2C(=O)C3C4C=CC(C4)C3C2=O)s1 (stereo not drawn) | 6 | -5 | 1 | -1.2 | 1 | 6 | -2.4 | -7 | -15
Cc1cccc(OCC(=O)NCC(=O)N/N=C/c2c(C)[nH]c3ccccc23)c1 | 4 | -20 | 0 | -2.5 | 8 | 16* | -2.8 | 35 | x
CN(C)CCN1C(=O)c2oc3ccc(F)cc3c(=O)c2C1c1ccncc1 (stereo not drawn) | 10 | -2 | -4 | -2.0 | -1 | 2 | -0.8 | 18 | 14
Cc1ccc(OCC(O)CN2CCOCC2)cc1 (stereo not drawn) | -1 | -4 | 4 | 0.3 | -3 | 7 | -1.9 | -2 | -3
CC(C)c1ccc(NC(=S)NCc2ccc3c(c2)OCO3)cc1 | -8 | 1 | -1 | -2.8 | -5 | -3 | -4.4 | 16 | 10
C(#CCN1CCC(Cc2ccccc2)CC1)COCCOCc1ccccc1 | 5 | 13 | 3 | -1.8 | 6 | -7 | -2.5 | -4 | x
Nc1nc(-c2cccs2)c(-c2cccs2)s1 | -8 | 3 | 2 | 16* | 8 | -1 | -2.4 | 27 | 7
S=c1[nH]nc(-c2ccco2)n1/N=C/c1cccs1 | 7 | -2 | 2 | -0.2 | 22 | -3 | 5.6 | 16 | 21
COc1ccccc1NC(=O)Cc1c(F)cccc1Cl | 1 | -1 | 5 | -4.0 | -10 | 4 | -3.4 | -9 | 19
O=C1/C(=C\c2ccsc2)NC(=S)N1c1ccccc1 | -7 | -14 | -2 | -1.5 | 4 | 2 | -1.6 | -21 | 0
CSCCC(NC(=O)c1ccccc1Br)C(=O)N1CCCC(C(F)(F)F)C1 (stereo not drawn) | 7 | -5 | 6 | -3.5 | 3 | 2 | -1.8 | 56 | -1
COC(=O)C(CC(=O)c1ccc(Cl)cc1)c1ccc(C)cc1 (stereo not drawn) | 1 | -8 | 5 | -2.7 | 0 | -2 | -4.9 | -6 | 0

4 entries from above, sorted by the value under pCIP destab, rising:
Structure | pCIP destab | GPR7 antagonist | IDE act | IMP-1 inhibitor | PfM18AAP inh | IDE inh | VIM-2 inh | PHOSPHO1 block | NALP1 yeast inh
NCCN=C1NS(=O)(=O)c2ccccc21 | -11 | 0 | 3 | -0.2 | -1 | -5 | 0.3 | -9 | 1
Cc1ccc(OCC(O)CN2CCOCC2)cc1 (stereo not drawn) | -1 | -4 | 4 | 0.3 | -3 | 7 | -1.9 | -2 | -3
O=C(NCCC1=CCCCC1)C1CCCN(S(=O)(=O)c2cccc3cccnc23)C1 (stereo not drawn) | 4 | -2 | 2 | -1.7 | -4 | 2 | -1.8 | -4 | -5
COc1ccc(S(=O)(=O)NCCCCCC(=O)NCCCN2CCOCC2)cc1 | 6 | 8 | -6 | -5.3 | -17 | -3 | -1.8 | 27 | 8

The listing continues.
SMILES | pCIP destab | GPR7 antagonist | IDE act | IMP-1 inhibitor | PfM18AAP inh | IDE inh | VIM-2 inh | PHOSPHO1 block | NALP1 yeast inh
Cc1cc2c(cc1S(=O)(=O)N1CCN(c3cccc(C)c3C)CC1)OCC(=O)N2 | 9 | -4 | -15 | 0.8 | 1 | 5 | 0.8 | 25 | 7
COc1ccc(-n2c(C)cc(C(=O)CSc3ccc(NC(C)=O)cc3)c2C)cc1 | -2 | 4 | 3 | -2.3 | 2 | 0 | -0.2 | -7 | 25
CCC(=O)Nc1nnc(CSCc2ccccc2)s1 | 7 | -1 | 15 | -2.0 | -1 | 3 | -0.2 | 23 | 6
COc1ccc(-c2noc(N3CCCC(C(=O)Nc4cc(F)ccc4F)C3)n2)cc1 (stereo not drawn) | -12 | 3 | -3 | -4.6 | -7 | -3 | -6.2 | 18 | 1
CS(=O)(=O)N(Cc1ccccc1)c1ccc(C(=O)NCc2cccnc2)cc1 | -12 | -2 | -4 | -1.8 | -4 | 7 | -2.3 | -15 | 6
O=C1CC(C(=O)Nc2ccccc2)C2(CCCCC2)O1 (stereo not drawn) | -4 | 0 | 3 | -2.2 | -8 | 2 | -1.0 | -7 | 14
COCCNC(=S)N(CCc1c(C)[nH]c2ccccc12)Cc1cccnc1 | -18 | 8 | -3 | -1.6 | -13 | -2 | -0.1 | 20 | 9
CSc1ccc(/C=C(\C(=O)O)c2ccc(S(=O)(=O)N3CCCCC3)s2)cc1 | 1 | 3 | 4 | -0.7 | 2 | -2 | -4.4 | 12 | 15
CCOC(=O)c1c(C)[nH]c(C)c1S(=O)(=O)N(C)CC(=O)Nc1ccc(C)cn1 | 5 | -2 | -1 | -2.2 | -3 | 4 | -2.4 | -6 | 2
O=C(Nc1ccc(NC(=S)NC(=O)c2cccs2)cc1)c1ccco1 | -8 | -5 | -1 | -1.8 | 1 | -1 | -2.3 | 49 | -16
COc1ccc(N=C2SC(C(=O)Nc3ccc(C(=O)O)cc3)CC(=O)N2Cc2cccs2)cc1 (stereo not drawn) | -22 | -14 | 2 | -0.9 | 2 | -1 | -3.5 | -1 | 4
Cc1ccc(NC(=O)CSc2nnc3c(n2)[nH]c2ccccc23)cc1 | -3 | -6 | 0 | -2.5 | 3 | 1 | -2.8 | 35 | 9
Cc1ccc2c(c1)N(C(=O)CCC(=O)NCCN1CCOCC1)CCO2 | -20 | 5 | -6 | -1.3 | -5 | -4 | -1.8 | 2 | 1
O=C(NC1CCCC1)C(c1cccnc1)N(Cc1ccc(F)cc1)C(=O)c1csnn1 (stereo not drawn) | -4 | -4 | 2 | -4.0 | 6 | 0 | -4.6 | 39 | 5
COc1cccc(N(CC(=O)NCc2cccnc2)S(C)(=O)=O)c1 | -4 | -17 | 8 | -1.3 | 3 | 3 | 0.4 | 5 | 0
CC(=O)c1ccc(NC(=S)N2CCN(C(=S)Nc3ccc(C(C)=O)cc3)C(C)C2)cc1 (stereo not drawn) | -8 | -8 | 1 | -2.8 | 3 | 0 | -6.3 | 51 | 12
CC(C)(C)OC(=O)NCCCC[C@H](NC(=O)c1[nH]cnc1C(=O)Nc1ccc(CNC(=O)OC(C)(C)C)cc1)C(=O)OC(C)(C)C | -7 | x | x | x | x | 5 | x | 22 | 5
COC(=O)C1=C(C)N(Cc2ccccc2)C(=O)N[C@H]1c1cccc(C(F)(F)F)c1 | -12 | x | 3 | x | x | 3 | x | 22 | -6
COC(=O)c1ccc(S(=O)(=O)NCc2ccco2)n1C | -12 | -7 | -2 | -2.3 | -6 | -4 | -3.1 | 25 | -2
CSc1ccccc1C(=O)Nc1ncn[nH]1 | 0 | -5 | -6 | -2.4 | 5 | 1 | -1.5 | 9 | 13
O=C(O)c1cc(O)ccc1NC(=O)C(c1ccccc1)c1ccccc1 | -11 | -26 | -3 | -3.4 | 6 | 5 | -1.7 | 29 | -3
